Screens as filed in PubChem BioAssay.
Luciferase inh – inhibitors of firefly luciferase; P08659; purified firefly luciferase, luminescence, 8 min; Potency, µM (top dose mostly 57.1 µM), inactives show top-dose activity change, negative = inhibition, actives largely listed as inhibitors; hit rate 2.2% among 72,000; AID 411; note: potency is the fitted concentration of half-maximal effect; % is set by controls: 0 for no effect and ±100 for the full control effect; nearly all actives have a fitted effect of over 40% in size
Target sequence (P08659 whole entry, looked up): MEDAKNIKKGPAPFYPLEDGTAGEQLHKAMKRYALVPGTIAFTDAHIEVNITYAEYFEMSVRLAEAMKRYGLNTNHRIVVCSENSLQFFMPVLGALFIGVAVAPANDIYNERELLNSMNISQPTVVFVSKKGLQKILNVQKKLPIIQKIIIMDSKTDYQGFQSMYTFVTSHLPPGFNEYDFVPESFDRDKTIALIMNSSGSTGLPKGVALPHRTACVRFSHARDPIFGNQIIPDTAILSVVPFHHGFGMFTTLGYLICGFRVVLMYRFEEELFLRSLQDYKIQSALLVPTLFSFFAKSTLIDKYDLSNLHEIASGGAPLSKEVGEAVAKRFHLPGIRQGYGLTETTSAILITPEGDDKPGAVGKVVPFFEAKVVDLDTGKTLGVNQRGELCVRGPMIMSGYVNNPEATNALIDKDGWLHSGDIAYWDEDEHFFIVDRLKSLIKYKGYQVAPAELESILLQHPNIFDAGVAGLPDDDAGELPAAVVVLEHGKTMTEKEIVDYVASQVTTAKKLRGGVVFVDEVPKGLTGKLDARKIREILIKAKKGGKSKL
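Substrate buffer containing 10 uM ATP (pH 7.2 imidazole, Mg2+, KCl, detergent, BSA) is dispensed, compound pinned in, then luciferase/luciferin detector mix added. After 8 min at ambient temperature, light output is measured.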
ERK AVP inh – inhibitors of vasopressin-stimulated ERK signaling pathway; HEK293-V1b, vasopressin-stimulated pERK AlphaScreen; Potency, µM (highest dose often 57.5 µM), without a hit: at the highest dose activity, negative = inhibition, usual class: inhibitors; hit rate 0.99% among 72,000; AID 995; note: potency is the fitted concentration of half-maximal effect; % is set by controls: 0 for no effect and ±100 for the full control effect; nearly all actives have a fitted effect of over 55% in size
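V1b-HEK293 cells; cpd 30 min 37C; 25 nM vasopressin 5 min; lyse 10 min; AlphaScreen beads 5 hr RT. Normalized to DMSO basal and 25 nM vasopressin; AC50 by Hill fit.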
GFP derepression – epigenetic GFP locus derepression in mouse cells | mouse C127i GFP locus derepression, cytometry, 30 h | Potency, µM (series often up to 46.1 µM), for the others: at the top dose GFP derepression (activation) | hit rate 0.09% among 68,000 | AID 597; note: % of control where 0% means no effect
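Locus derepression in mouse mammary C127i cells whose integrated CMV-GFP reporter is normally silent; GFP expression after 30 h compound treatment was quantified by counting fluorescent cells.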
HBB splicing – modulators of hemoglobin beta chain splicing. HBB splicing reporter cell assay, activation; EGFP reporter with mutant IVS2-654 intron; response scale: normalised to 500 nM splice-correcting PNA. Potency, µM (doses to about 46.1 µM), for inactives: at the highest dose activation, actives largely listed as activators. hit rate 0.06% among 65,000; note: potency is the fitted concentration of half-maximal effect; 0% is about no effect
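HeLa cells stably expressing EGFP interrupted by mutant beta-globin intron 2 (IVS2-654), 500/well in 2% FCS. Treated with compound for 2 days at 37C. Splicing correction scored as total well GFP intensity (488 nm excitation, 500-520 nm emission); 500 nM antisense PNA served as control.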
UbGFP stabilizer – proteasome inhibitors stabilizing ubiquitin-GFP reporter; Potency, µM (doses to about 45.9 µM), for the others: at the highest dose activation (GFP accumulation), actives largely listed as activators; 67,000 tested, under 10 active; Ubiquitin-GFP reporter cells, proteasome inhibition, GFP fluorescence; response scale: untreated = 0%, 10 µM MG-132 = 100%; active = well fitted activation curve with a large enough effect, not every such curve was filed as active; inconclusive = small, poorly fitted or top-dose-only effect, or another doubt; inactive = no such curve, though single readings can be large or run the other way; note: potency is the fitted concentration of half-maximal effect
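Proteasome blockade was scored as a rise in GFP-expressing U2OS cells carrying a ubiquitin(G76V)-GFP construct, imaged after 4 hr compound treatment at 37 °C across a 46 uM–2.9 nM series.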
CRE Fsk mod – alters forskolin-stimulated CRE reporter signaling in CHO cells | CHO CRE-bla reporter (cAMP response element driving beta-lactamase), forskolin EC10, beta-lactamase ratio | Potency, µM (top dose mostly 38.2 µM), inactives show top-dose activity change, negative = inhibition, usual class: activators | hit rate 2.5% among 71,000; active = well fitted activation curve with a large enough effect in the signal ratio, with a control signal flat, not every such curve was filed as active; inconclusive = small, poorly fitted or top-dose-only effect, or effect the other way, or a change in a side signal; the % refers to the signal ratio; note: potency is the fitted concentration of half-maximal effect; % of control where 0% means no effect
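Cells were plated overnight at 37 °C, exposed to compound titrations plus EC10 NKH 477 for 3 h, then given CCF4 dye for 2 h at room temperature. Blue/green (460/530 nm) ratio was converted to %Activity and AC50 values calculated.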
HADH2 inh – HADH2 (human) dehydrogenase inhibition | Q99714 | recombinant HADH2, NADH fluorescence, beta-hydroxybutyryl-CoA | hit rate 3.4% among 73,000 | Potency, µM (top dose mostly 57.1 µM), without a hit: top-dose activity change, negative = inhibition, usual class: inhibitors; note: potency is the fitted concentration of half-maximal effect; % is set by controls: 0 for no effect and ±100 for the full control effect; nearly all actives have a fitted effect of over 60% in size; many of its hits are not listed in these tables
Target sequence (Q99714 whole entry, looked up, one chain of several): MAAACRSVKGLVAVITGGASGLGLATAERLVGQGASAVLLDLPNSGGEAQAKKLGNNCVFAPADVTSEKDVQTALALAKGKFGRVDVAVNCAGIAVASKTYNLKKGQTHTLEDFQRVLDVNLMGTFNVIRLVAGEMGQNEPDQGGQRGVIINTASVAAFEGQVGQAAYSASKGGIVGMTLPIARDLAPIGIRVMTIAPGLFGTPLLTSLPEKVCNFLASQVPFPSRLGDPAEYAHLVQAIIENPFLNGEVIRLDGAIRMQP
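20 nM HADH2 + cpd, 15 min RT; add 1 mM NAD+/90 uM beta-hydroxybutyryl-CoA; kinetic fluorescence 360/450 nm, 4 min. Tris-HCl pH 9.0, 0.01% Tween-20.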
Pol III holo inh – blocks replication by bacterial DNA polymerase III holoenzyme; reconstituted DNA polymerase III holoenzyme replication, biochemical; hit rate 0.25% among 71,000; AID 603; Potency, µM (series often up to 57.1 µM), for the others: at the top dose activity change, negative = inhibition; note: potency is the fitted concentration of half-maximal effect; % is set by controls: 0 for no effect and ±100 for the full control effect
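Reconstituted *E. coli* holoenzyme (0.35 nM Pol III, 1 nM beta, 154 nM SSB, 2 nM primase) was preincubated with compound for 15 min at RT. Synthesis on 1.4 nM ssM13Gori ran 35 min, then was stopped with PicoGreen/EDTA and read as dsDNA fluorescence.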
Hsp90 Hop PPI – changes Hsp90-Hop TPR2A binding signal, up or down; AlphaScreen TPR2A-His6 binding biotin-Hsp90 C-terminal peptide; Potency, µM (doses to about 57 µM), for the others: top-dose activity change, negative = inhibition; hit rate 0.44% among 71,000; active = well fitted curve in either direction with a large enough effect; inconclusive = small, poorly fitted or top-dose-only effect, or another doubt; note: potency is the fitted concentration of half-maximal effect; % is set by controls: 0 for no effect and ±100 for the full control effect; many of its hits are not listed in these tables
ALOX15 inhib – 15-hLO (ALOX15) enzyme inhibition; purified 15hLO-1, xylenol orange hydroperoxide absorbance; Potency, µM (top dose mostly 57.1 µM), inactives show at the highest dose activity change, negative = inhibition, usual class: inhibitors; P16050; hit rate 1.4% among 74,000; note: potency is the fitted concentration of half-maximal effect; % is set by controls: 0 for no effect and ±100 for the full control effect; nearly all actives have a fitted effect of over 55% in size
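Compounds were preincubated 15 min at room temperature with 40 nM purified human enzyme (25 mM Hepes pH 7.5, 0.01% Triton X-100); 50 uM arachidonic acid reacted 6 min. Fe-xylenol orange detection, 30 min, absorbance ratio 573/405 nm.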
Tau fil binding – binders of human tau filaments. P10636. recombinant tau filaments, thioflavin S fluorescence, 15 h; filaments grown with octadecylsulfate alongside compound. Potency, µM (top dose mostly 57.1 µM), inactives show top-dose activity change, negative = inhibition. hit rate 2% among 71,000;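 note: potency is the fitted concentration of half-maximal effect; % is set by controls: 0 for no effect and ±100 for the full control effect; actives lower thioflavin S fluorescence by blocking filaments or displacing dye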
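Read-out: ThS fluorescence, 450 nm excitation/510 nm emission; lower signal marks blocked filament formation or displaced dye. Tau at 1 uM with 30 uM ODS, 10 uM ThS, 5 mM DTT, 100 mM NaCl, 10 mM HEPES pH 7.4; 15 h, 37 C.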
The depositor's hits bear a star; [ ] = another dose, or the depositor's remark. Unless noted, calls come from the whole dose curve; as a rule, active = well fitted curve in the direction sought with a large enough effect; inconclusive = small, poorly fitted or top-dose-only effect, or another doubt; inactive = no such curve, though single readings can be large; an effect the other way counts as inactive or inconclusive.

What do the screens show for `CS(=O)(=O)N1CCC(NC(=O)Cc2ccccc2)CC1`?
Luciferase inh: 0%; ERK AVP inh: 11%; GFP derepression: 1%; UbGFP stabilizer: 8%; CRE Fsk mod: 2%; HADH2 inh: -19%; Pol III holo inh: -2%; Hsp90 Hop PPI: 1%; ALOX15 inhib: 16%; Tau fil binding: 13%

What do the screens show for `CCC1(CC)Cc2ccccc2-c2nc(CN3CCOCC3)[nH]c(=O)c21`?
Luciferase inh: 1%; ERK AVP inh: -11%; GFP derepression: 0%; HBB splicing: 0.1%[57.5 µM]; UbGFP stabilizer: -10%; CRE Fsk mod: inconclusive; HADH2 inh: 3%; Pol III holo inh: -5%; Hsp90 Hop PPI: -6%; ALOX15 inhib: 0%; Tau fil binding: -14%

What do the screens show for `CCc1ccc2[nH]c(=O)c(CN(CCN(C)C)C(=O)Nc3ccccc3)cc2c1`?
Luciferase inh: 3%; ERK AVP inh: -5%; GFP derepression: 0%; HBB splicing: -3.2%; UbGFP stabilizer: 0%; CRE Fsk mod: inconclusive; HADH2 inh: 2%; Pol III holo inh: 1%; Hsp90 Hop PPI: -1%; ALOX15 inhib: -8%; Tau fil binding: 5%

How did O=c1cc(-c2cccc(O)c2)oc2c(O)c(O)ccc12 do in these assays?
Luciferase inh: -2%[11.4 µM]; ERK AVP inh: inconclusive; GFP derepression: 9%[9.22 µM]; UbGFP stabilizer: -2%; CRE Fsk mod: inconclusive; HADH2 inh: 5µM*; Pol III holo inh: inconclusive; Hsp90 Hop PPI: -26%; ALOX15 inhib: inconclusive; Tau fil binding: inconclusive

How did CC(C)=NOCc1cccc(-c2cc(-c3ccccc3)no2)c1 do in these assays?
Luciferase inh: 1%[11.4 µM]; ERK AVP inh: 17%[11.5 µM]; HBB splicing: 0.2%[9.22 µM]; HADH2 inh: -7%[11.4 µM]; ALOX15 inhib: -3%[11.4 µM]

What do the screens show for `Cc1cccc(CSc2nnc(-c3ccccn3)n2N)c1`?
Luciferase inh: -2%; ERK AVP inh: -6%; GFP derepression: -2%; HBB splicing: -2.1%[57.5 µM]; UbGFP stabilizer: 5%; CRE Fsk mod: -5%; HADH2 inh: -7%; Pol III holo inh: 4%; Hsp90 Hop PPI: inconclusive; ALOX15 inhib: -18%; Tau fil binding: 9%

Results for C/C(N)=C(/C#N)C(=O)COC(=O)c1cc(C)n(-c2ccc(F)cc2)c1C ?
Luciferase inh: -16%; ERK AVP inh: 11%; GFP derepression: -3%; HBB splicing: -0.5%[57.5 µM]; UbGFP stabilizer: 5%; CRE Fsk mod: inconclusive; HADH2 inh: 11%; Pol III holo inh: -2%; Hsp90 Hop PPI: -4%; ALOX15 inhib: -5%; Tau fil binding: -2%

Results for CCOC(=O)c1nnn(-c2nonc2N)c1CN(CC)CC ?
Luciferase inh: 3%; ERK AVP inh: -8%; GFP derepression: -2%; HBB splicing: 0.1%; UbGFP stabilizer: 1%; CRE Fsk mod: 1%; HADH2 inh: -5%; Pol III holo inh: -1%; Hsp90 Hop PPI: -1%; ALOX15 inhib: 3%; Tau fil binding: 2%

What do the screens show for `C=C(C)CN(CC#N)CC(=C)C`?
Luciferase inh: 0%[11.4 µM]; ERK AVP inh: 19%[11.5 µM]; GFP derepression: -2%[9.22 µM]; HBB splicing: 1.3%[9.22 µM]; UbGFP stabilizer: -6%[9.17 µM]; CRE Fsk mod: 4%[7.6 µM]; HADH2 inh: 4%[11.4 µM]; Pol III holo inh: -3%[11.4 µM]; Hsp90 Hop PPI: 0%[11 µM]; ALOX15 inhib: 6%[11.4 µM]; Tau fil binding: 14%[11.4 µM]

What do the screens show for `CC(O)CNc1ncnc2nc[nH]c12` (centres undefined)?
Luciferase inh: 0%; ERK AVP inh: 12%; GFP derepression: 0%; HBB splicing: -0.7%; UbGFP stabilizer: 2%; CRE Fsk mod: -1%; HADH2 inh: -6%; Pol III holo inh: -4%; Hsp90 Hop PPI: 0%; ALOX15 inhib: 6%; Tau fil binding: 7%

Results for Cc1ccc(Cn2c(C)nc3c(c2=O)c2nc4ccccc4nc2n3Cc2ccco2)cc1 ?
Luciferase inh: -23%; ERK AVP inh: -10%; GFP derepression: 27%; HBB splicing: 1.5%[57.5 µM]; UbGFP stabilizer: -2%; CRE Fsk mod: inconclusive; HADH2 inh: inconclusive; Pol III holo inh: -5%; Hsp90 Hop PPI: -5%; ALOX15 inhib: inconclusive; Tau fil binding: 25µM*

What do the screens show for `CCCn1c(N)c(C(=O)CN2CCN(S(=O)(=O)c3cccs3)CC2)c(=O)[nH]c1=O`?
Luciferase inh: -1%; ERK AVP inh: -3%; GFP derepression: 1%; HBB splicing: 0.3%[57.5 µM]; UbGFP stabilizer: -6%; CRE Fsk mod: -9%; HADH2 inh: 13%; Pol III holo inh: inconclusive; Hsp90 Hop PPI: -2%; ALOX15 inhib: -23%; Tau fil binding: -3%

What do the screens show for `CCOc1ccc(C(=O)NCc2cccnc2)cc1`?
Luciferase inh: -1%; ERK AVP inh: inconclusive; GFP derepression: 0%; HBB splicing: -1.6%[0.0738 µM]; UbGFP stabilizer: inconclusive; CRE Fsk mod: inconclusive; HADH2 inh: 3%[11.4 µM]; Pol III holo inh: -4%[11.4 µM]; Hsp90 Hop PPI: -5%[11 µM]; ALOX15 inhib: 0%[11.4 µM]; Tau fil binding: 2%[11.4 µM]

What do the screens show for `CCOc1cc(C)nc(NCCc2ccc(OC)c(OC)c2)n1`?
Luciferase inh: 1%; ERK AVP inh: -8%; GFP derepression: 6%; UbGFP stabilizer: 6%; CRE Fsk mod: inconclusive; HADH2 inh: -7%; Pol III holo inh: -1%; Hsp90 Hop PPI: 1%; ALOX15 inhib: 3%; Tau fil binding: 3%

Results for COc1ccc(/C(O)=C2/C(=O)C(=O)N(CCN3CCOCC3)C2c2ccc(C)cc2)cc1 (centres undefined) ?
Luciferase inh: 1%; ERK AVP inh: -7%; GFP derepression: -2%; HBB splicing: -1.8%[0.0738 µM]; UbGFP stabilizer: 11%[9.17 µM]; CRE Fsk mod: inconclusive; HADH2 inh: -18%[11.4 µM]; Pol III holo inh: -9%[11.4 µM]; Hsp90 Hop PPI: -6%[11 µM]; ALOX15 inhib: -12%[11.4 µM]; Tau fil binding: 7%[11.4 µM]

How did O=C(Nc1cccnc1)c1cnn2c(C(F)F)cc(C3CC3)nc12 do in these assays?
Luciferase inh: -1%; ERK AVP inh: inconclusive; GFP derepression: -2%; HBB splicing: -1.1%; UbGFP stabilizer: 3%; CRE Fsk mod: 7.9µM*; HADH2 inh: 6%; Pol III holo inh: -1%; Hsp90 Hop PPI: 2%; ALOX15 inhib: 5%; Tau fil binding: -9%

How did COc1ccc(CC(=O)n2nc(-c3cccnc3)nc2N)cc1 do in these assays?
Luciferase inh: 0%; ERK AVP inh: -10%; GFP derepression: 5%; HBB splicing: 3.0%; UbGFP stabilizer: 3%; CRE Fsk mod: -4%; HADH2 inh: inconclusive; Pol III holo inh: -4%; Hsp90 Hop PPI: -6%; ALOX15 inhib: 9%; Tau fil binding: 3%

Results for CN1[C@H](CC(=O)c2ccccc2)CCC[C@H]1C[C@@H](O)c1ccccc1 ?
Luciferase inh: 2%[11.4 µM]; ERK AVP inh: 11%; GFP derepression: -2%[9.22 µM]; UbGFP stabilizer: -1%; CRE Fsk mod: inconclusive; HADH2 inh: 9%; Pol III holo inh: -2%; Hsp90 Hop PPI: -2%; ALOX15 inhib: 0%[25.6 µM]; Tau fil binding: inconclusive

What do the screens show for `CN(C)CC(C)(C)CNC(=O)C1CCN(Cc2ccccc2O)CC1`?
Luciferase inh: 1%; ERK AVP inh: 1%; GFP derepression: 0%; HBB splicing: 0.2%; UbGFP stabilizer: -2%; CRE Fsk mod: 5%; HADH2 inh: 2%; Pol III holo inh: 7%; Hsp90 Hop PPI: -1%; ALOX15 inhib: -9%; Tau fil binding: -6%

What do the screens show for `C=CC(=O)OCCCC`?
ERK AVP inh: 10%; HBB splicing: 0.8%; CRE Fsk mod: -7%; HADH2 inh: 2%; Pol III holo inh: -13%; Hsp90 Hop PPI: -1%; ALOX15 inhib: -1%; Tau fil binding: -8%

An excerpt; count on the stated rates, not on these rows.
